Source: PubChem BioAssay (Johns Hopkins Ion Channel Center)
MrgX1 ag: agonists of human MrgX1 receptor; AID 588627; 0.44% of 310,000 active; MrgX1-HEK293 cells, Fluo-4 calcium fluorescence, agonist mode; active compounds read high; Q96LB2; B-score at 10 µM;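 active means calcium response B-score plate-corrected fluorescence ratio at least 3 library SD, with starting fluorescence B-score inside 5 SD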
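Assay system: MrgX1-expressing HEK293 cells / Amount: fifteen thousand cells per well / Doses: test compound in the initial addition of three / Timing: cells plated overnight, dye loaded 0.5 h 37 °C, 0.5 h room temperature / Technique: kinetic calcium dye fluorescence, Fluo-4 NW / Control set: positive and negative controls per plate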
MrgX1 PAM: human MrgX1 positive allosteric modulation, primary screen | MrgX1-HEK293, Fluo-4 calcium flux, FDSS; active compounds read high | AID 588675 | Q96LB2 | 0.63% of 310,000 active | B-score at 10 µM;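 active means plate-corrected calcium response at least 3 library SD above typical, normal starting fluorescence, not activating the receptor alone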;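 further: compound read alongside a low EC10 to EC30 dose of BAM8-22 agonist; peak minus trough fluorescence over baseline measured at the second addition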
RGS4 block: human RGS4 inhibition; P49798; B-score at 10 µM; HEK293 M3R/RGS4 inducible, Fluo-4 calcium flux; active compounds read high; triggered by carbachol at its EC20; 0.45% of 310,000 active;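 active means B-score, a plate-corrected calcium signal, over three deviations above library mean, with baseline fluorescence within five deviations of library mean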;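 further: RGS4 expression induced by doxycycline in cells with stable M3 receptor; B-score is computed from the integrated fluorescence ratio over baseline after carbachol; higher B-score means a larger calcium signal and so more RGS4 inhibition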
TRPC6 inh: mouse TRPC6 channel inhibition | HEK293-TRPC6, membrane potential dye, ACh-evoked depolarization; active compounds read low | B-score at 10 µM | 1.1% of 310,000 active;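 active means B-score under library mean minus 3 SD, initial fluorescence not abnormally high, positive integrated signal ratio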;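 further: B-score derived from integrated fluorescence ratio over the kinetic read; more negative B-score means stronger inhibition of depolarization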
Target sequence (Q61143 whole entry, looked up): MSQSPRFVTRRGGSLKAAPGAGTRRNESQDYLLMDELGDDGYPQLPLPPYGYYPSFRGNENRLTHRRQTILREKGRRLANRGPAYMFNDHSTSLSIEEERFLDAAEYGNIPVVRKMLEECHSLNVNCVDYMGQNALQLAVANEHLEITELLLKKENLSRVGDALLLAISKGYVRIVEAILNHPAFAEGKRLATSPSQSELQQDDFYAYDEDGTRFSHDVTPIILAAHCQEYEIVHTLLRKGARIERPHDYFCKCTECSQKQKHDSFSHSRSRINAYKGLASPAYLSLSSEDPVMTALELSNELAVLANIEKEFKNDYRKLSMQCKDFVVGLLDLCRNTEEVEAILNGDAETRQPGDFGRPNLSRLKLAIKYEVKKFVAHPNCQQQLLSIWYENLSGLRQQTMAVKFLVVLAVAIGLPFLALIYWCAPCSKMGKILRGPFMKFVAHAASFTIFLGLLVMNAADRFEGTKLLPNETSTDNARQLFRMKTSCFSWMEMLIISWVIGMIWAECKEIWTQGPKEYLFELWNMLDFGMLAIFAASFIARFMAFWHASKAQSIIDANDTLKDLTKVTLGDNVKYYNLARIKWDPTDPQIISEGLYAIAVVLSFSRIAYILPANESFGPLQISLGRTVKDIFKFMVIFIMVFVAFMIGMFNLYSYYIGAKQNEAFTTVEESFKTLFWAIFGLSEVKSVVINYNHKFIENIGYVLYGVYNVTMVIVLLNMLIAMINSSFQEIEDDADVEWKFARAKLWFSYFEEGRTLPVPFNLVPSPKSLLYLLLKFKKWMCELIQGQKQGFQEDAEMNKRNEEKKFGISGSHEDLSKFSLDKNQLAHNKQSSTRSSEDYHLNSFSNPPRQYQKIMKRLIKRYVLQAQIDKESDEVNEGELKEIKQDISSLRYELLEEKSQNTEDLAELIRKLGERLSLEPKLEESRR
TRPC4 inh: TRPC4 (mouse) channel inhibition; Q9QUQ5; HEK293 TRPC4beta/mu-opioid, DAMGO-evoked Fluo4 calcium flux; active compounds read low; B-score at 10 µM; 0.39% of 300,000 active; AID 2247;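 active means B-score over 3 SD under the library average, no early fluorescence shift, positive overall ratio signal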
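Assay system: HEK293 cells with stable TRPC4beta plus mu-opioid receptor expression. Dosing: single dose. Measured by: Fluo4 Ca2+ flux fluorescence. Also added: DAMGO in two steps, submaximal then maximal. Read-out: B score from integrated Fluo4 fluorescence ratio.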
TRPC6 act: activators of mouse TRPC6 channel | HEK293-TRPC6 membrane potential dye fluorescence; active compounds read high | AID 2550 | B-score at 10 µM | 0.13% of 310,000 active | Q61143;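 active means B-score of the integrated fluorescence ratio above library mean plus 3 SD, and starting fluorescence ratio within library mean plus 5 SD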;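 further: higher score means more depolarization so channel activation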
TRPC4 PAM: allosteric potentiators of mouse TRPC4 channel. HEK293 TRPC4beta/mu-opioid, DAMGO EC20, Fluo-4 Ca2+ flux; active compounds read high. AID 2227. B-score at 10 µM. Q9QUQ5. 0.42% of 310,000 active;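 active means B-score of calcium response area above 5 SD of library B-scores, with initial fluorescence ratio within 5 SD of library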;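 further: B-score of integrated fluorescence ratio over time as area under calcium response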
ANO1 activ: activators or potentiators of mouse TMEM16A chloride channel; 0.3% of 340,000 active; B-score at 10 µM; Q8BHY3; HEK293 TMEM16A/YFP-H148Q/I152L, iodide quench fluorescence; active compounds read low;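 active means fluorescence-ratio B-score plate-corrected deviation score at least 3 library SD below zero, with starting fluorescence score within 5 deviations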;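 further: channel opened by trigger with iodide after compound preincubation; score built on the fluorescence ratio of max minus min over baseline; more negative score means more quench and so TMEM16A activation or potentiation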
ANO1 block: inhibitors of mouse TMEM16A calcium-activated chloride channel; 1.2% of 310,000 active; HEK293 TMEM16A/YFP iodide influx fluorescence, ionomycin; AID 588511; normalized B-score (activity score, 25-100; higher = stronger inhibition) at 10 µM;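 active means ratio plate-corrected score three or more library SD toward inhibition, starting fluorescence score within five deviations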;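 further: score derived from kinetic fluorescence span divided by baseline fluorescence per well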
TRPC4 agonist: TRPC4 (mouse) channel activation; Q9QUQ5; HEK293 TRPC4beta/mu-opioid, Fluo4 calcium fluorescence; active compounds read high; B-score at 10 µM; 0.49% of 310,000 active; AID 2237;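 active means B-score above 5 SD of library B-scores, and initial fluorescence ratio not above library mean plus 5 SD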;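 further: positive B-score marks a calcium rise read as TRPC4 activation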
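Incubation: 45 min room-temperature Fluo4 loading, 110 s read / System: HEK293 cells stably co-expressing mouse TRPC4beta and mu-opioid receptor / Signal: Fluo4 fluorescence, kinetic / Control set: buffer (low) and maximal DAMGO (high) / Measure: integrated baseline-normalised fluorescence ratio, converted to per-well B score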
MrgX1 antag: blocks BAM8-22 activation of human MrgX1 receptor. Q96LB2. MRGX1-HEK293 calcium flux, Fluo-4, BAM8-22 antagonism; active compounds read low. AID 588676. 1.3% of 310,000 active. B-score at 10 µM;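 active means calcium-response B-score plate-corrected more than 3 library SD below zero, starting fluorescence within 5 deviations, no agonist response on first addition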;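 further: peak minus trough fluorescence over baseline after final BAM8-22 challenge near maximal dose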
Active calls of the source: *; i = inactive; nt = no result given. Outcome played no part in choosing rows, and some 5.8% of all compounds hit somewhere here.

SMILES	MrgX1 ag	MrgX1 PAM	RGS4 block	TRPC6 inh	TRPC4 inh	TRPC6 act	TRPC4 PAM	ANO1 activ	ANO1 block	TRPC4 agonist	MrgX1 antag
N#Cc1c(-c2c(Cl)cccc2Cl)noc1/C=C/Nc1ccc(C(=O)O)cc1	i	12*	5.4*	i	i	i	i	i	i	i	i
O=C(NNC(=O)c1ccc(Cl)cc1Cl)c1cccs1	i	i	i	i	i	i	i	i	i	i	i
O=C(O)c1ccccc1SCc1ccc2c(c1)OCO2	i	i	i	i	i	i	i	i	i	i	i
COc1cc2nc(N3CCNCC3)nc(N)c2cc1OC	i	i	i	-11*	i	i	i	i	100*	i	i
Cc1c(N=Cc2cc(Br)cc(Br)c2O)cccc1C(=O)O	i	i	i	i	i	i	i	i	i	i	i
CCCCCn1c(CN2CCN(c3cccc(Cl)c3)CC2)nc2c1c(=O)n(C)c(=O)n2C	i	i	i	i	i	i	i	i	i	i	i
CCOC(=O)CCc1c(C)c2ccc(OCC(=O)N3CCOCC3)c(C)c2oc1=O	i	i	i	i	i	i	i	i	i	i	i
CCOC(=O)c1cnc2c(C(F)(F)F)cccc2c1N1CCOCC1	i	i	i	i	i	i	i	i	i	i	i
COC(=O)C1N[C@@H]([C@@H](NC(=O)COc2ccccc2)C(=O)NC2CC2)SC1(C)C (some centres not stated)	i	i	i	i	i	i	i	i	i	i	i
O=c1[nH]c(=S)[nH]c2[nH]c(=S)[nH]c12	i	i	i	i	i	i	i	nt	i	i	i
CN(C)/C=C/C(=O)c1cc(N2CCOCC2)ccc1[N+](=O)[O-]	i	i	i	i	i	i	i	i	i	i	i
CCN(CC)CCOc1nnc(-c2ccc(OC)cc2)c2ccccc12	i	i	i	i	i	i	i	i	i	i	i
O=C(NCCS(=O)(=O)N1CCCCC1)c1ccc2c(c1)OCO2	i	i	i	i	i	i	i	i	i	i	i
O=C(NCc1nnc2c(C(F)(F)F)cc(Cl)cn12)c1cccnc1	i	i	i	i	i	i	i	i	i	i	i
CC(=O)N(C)c1ccc(NC(=S)NC(=O)/C=C/c2ccco2)cc1	i	i	i	i	i	i	i	i	i	i	i
COC(=O)NC(Nc1sc2c(c1C(N)=O)CCCC2)(C(=O)OC)C(F)(F)F (configuration not stated)	i	i	i	i	i	i	i	i	i	i	i
N#CCSc1nnc(N)s1	i	i	i	i	i	i	i	i	i	i	i
COc1ccc(/C=C(\NC(=O)c2ccco2)C(=O)N2CCOCC2)cc1	i	i	i	i	i	i	i	i	i	i	i
CCOC(=O)c1cc(-c2ccccc2)n(CC(=O)N2CCCC2)c1C	i	i	i	i	i	i	i	i	i	i	i
CCN1CCCC1CNC(=O)Cn1nc(C)n2c(cc3cc(F)ccc32)c1=O (configuration not stated)	i	i	i	i	i	i	i	i	i	i	i
Cc1ccc(NC(=O)c2cccc(NC(=O)CCC(=O)O)c2)cc1C	i	i	i	i	i	i	i	i	i	i	i
Cc1ccc(Cc2nnc(SCC(=O)Nc3ccccc3)[nH]c2=O)cc1	i	i	i	i	i	i	i	i	i	i	i
Cc1ccc(N2CC(C(=O)NC3CCC(C)CC3)CC2=O)cc1 (configuration not stated)	i	i	i	i	i	i	i	i	i	i	i
Cc1ccnc2nc(C(=O)OCC(=O)NC(=O)NCc3ccco3)nn12	i	i	i	i	i	i	i	i	i	i	i
Cc1cc(C)cc(OCc2ccc(C(=O)NN)o2)c1	i	i	i	i	i	i	i	i	i	i	i
CC(=O)c1cccc(S(=O)(=O)NCCC(=O)O)c1	i	i	i	i	i	i	i	i	i	i	i
CCOC(=O)C1=C(O)/C(=C/c2cn(CC(=O)N3CCCC3)c3ccccc23)SC1=Nc1ccccc1	nt	nt	i	i	i	i	i	i	nt	i	nt
CSc1ncc(CN2CCC(C(=O)Nc3cccc(-c4cscn4)c3)CC2)cn1	i	i	i	i	i	i	i	i	i	i	i
O=C(Nc1ccnc(-c2ccncc2)n1)c1ccc(F)cc1	i	i	i	i	i	i	i	i	i	i	i
Cc1nc2scc(C)n2c(=O)c1S(=O)(=O)Nc1ccc(N2CCN(S(C)(=O)=O)CC2)cc1	i	i	i	i	i	i	i	i	i	i	i
O=C(c1cc2c(s1)-c1ccccc1S(=O)(=O)C2)N1CCN(Cc2ccccc2)CC1	i	i	i	i	i	i	10*	i	i	i	i
CC(C)NC(=O)/C(C#N)=C/c1cccc(NC(=O)c2ccccc2Cl)c1	i	i	i	i	i	i	i	i	i	i	i
CCOC(=O)c1cn(-c2ccccc2CO)c2c(F)c(F)c(F)cc2c1=O	i	i	i	i	i	i	i	i	i	i	i
O=C(COc1ccc([N+](=O)[O-])cc1)Nc1ccncc1	i	i	i	-5.2*	i	i	i	i	i	i	i
CCCCC(=O)Nc1ccc(C(=O)N2CCN(c3ccccc3OC)CC2)cc1	i	i	i	i	i	i	i	i	i	i	i
Cc1ccc(Oc2ccc3c(c2)C(=O)N(c2ccc(S(=O)(=O)Nc4nccs4)cc2)C3=O)cc1	i	i	i	i	i	i	i	i	i	i	i
CSc1ccc(C(=O)C2CCCN(C(=O)c3ccc4c(c3)OCO4)C2)cc1 (configuration not stated)	i	i	i	i	i	i	i	i	i	i	i
CNC(=O)NC(=O)CSc1nnc(-c2ccc(F)cc2)n1CC1CCCO1 (configuration not stated)	i	i	i	i	i	i	i	i	i	i	i
O=C(NC(=S)Nc1ccccc1N1CCOCC1)c1cccs1	i	i	i	i	i	i	i	i	i	i	-4.7*
CCC(=O)c1ccc(CCCCCC(=O)O)s1	i	i	i	i	i	i	i	i	i	i	i
Cc1c(NC(=O)/C(C#N)=C/c2ccc(-c3cc(Cl)ccc3Cl)o2)c(=O)n(-c2ccccc2)n1C	i	i	i	i	i	i	i	i	i	i	i
COc1ccc(NC(=O)CSCC(=O)Nc2cc(Cl)ccc2N2CCOCC2)cc1	i	i	i	i	i	i	i	i	i	i	i
O=c1c(-c2nn[nH]n2)coc2ccc(Cl)cc12	i	i	i	i	i	i	i	i	i	i	i
COC(=O)c1ccc(N2Cc3ccccc3/C2=N\C(=O)Nc2ccccc2)cc1	i	i	i	i	i	i	i	i	i	i	i
O=C(Cc1ccccc1)NCc1n[nH]c(=S)n1-c1ccccc1	i	i	i	i	i	i	i	i	i	i	i
O=C1/C(=C/c2ccccc2)SC(=S)N1CCCC(=O)N1CCCCC1CCO (configuration not stated)	i	i	i	i	i	i	i	i	i	i	i
CN(c1ccccc1)S(=O)(=O)c1cccc(NC(=O)c2cc(=O)c3ccccc3o2)c1	i	i	i	i	i	i	i	i	i	i	i
CC(C)[C@H](NC(=O)NCCc1ccc(F)cc1)C(=O)O	i	i	i	i	i	i	i	i	i	i	i
OC[C@H]1O[C@@H](O[C@@H]2[C@@H](CO)O[C@@](O)(CO)[C@H]2O)[C@H](O)[C@@H](O)[C@H]1O	i	i	i	i	i	i	i	i	i	i	i
O/N=C1/CCc2cccc3cccc1c23	i	i	i	i	i	i	i	i	i	i	i
COc1ccc(-c2nc3n(c2Br)CCC3)cc1	i	i	i	i	i	i	i	i	i	i	i
N#Cc1ccc(OCC(O)CS(=O)(=O)c2ccccc2)cc1 (configuration not stated)	i	i	i	i	i	i	i	i	i	i	i
Brc1cccc(/C=N/Nc2nc(N3CCCCC3)nc(N3CCCCC3)n2)c1	i	i	i	i	i	i	i	nt	i	i	i
CN(C)C(CNS(=O)(=O)c1ccc(F)cc1)c1cccnc1 (configuration not stated)	i	i	i	i	i	i	i	i	i	i	i
Cc1cc(N)n2nc(C)c(-c3ccc(Cl)cc3)c2n1	i	i	7.8*	i	i	i	i	i	i	i	i
Cc1ccc2nc(Cl)c(CN(C(=O)c3cnccn3)C3CCCCC3)cc2c1	i	i	i	i	i	i	i	i	i	i	i
O=C(NC1CCN(S(=O)(=O)c2cccc([N+](=O)[O-])c2)CC1)C1CCCCC1	i	i	i	i	i	i	i	i	i	i	i
Fc1ccc(NC(=S)NCCN2CCOCC2)c(F)c1F	i	i	i	i	i	i	i	i	i	i	i
O=C(O)CSc1cccc2cccc(C(=O)O)c12	i	i	i	i	i	i	i	i	i	i	i
Cc1cccc(NC(=O)[C@@H]2CCCN2C(=O)OC(C)(C)C)c1	i	i	i	i	i	i	i	i	i	i	i
Remaining list, next part:
SMILES	MrgX1 ag	MrgX1 PAM	RGS4 block	TRPC6 inh	TRPC4 inh	TRPC6 act	TRPC4 PAM	ANO1 activ	ANO1 block	TRPC4 agonist	MrgX1 antag
Cc1ccc(Oc2ccc(OCC(=O)NC3CCS(=O)(=O)C3)cc2)cc1 (configuration not stated)	i	i	i	i	i	i	i	i	i	i	i
Clc1ncc(CN2CCN(Cc3ccccc3)CC2)s1	i	i	i	i	i	i	i	i	i	i	i
CCOC(=O)c1ccc(Nc2nc(C)nc3c2nnn3Cc2ccccc2)cc1	i	i	i	i	i	i	i	i	i	i	i
Cc1ccc(CNS(=O)(=O)c2ccc3oc(C(=O)O)c(C)c3c2)cc1	i	i	i	i	i	i	i	i	i	i	i
Cc1cccc(C)c1NC(=O)Cn1c(=O)n(CCCC(=O)NC2CCN(Cc3ccccc3)CC2)c(=O)c2ccccc21	i	i	i	i	i	i	i	i	i	i	i
COc1ccc(NC(=O)C2CCCN(C)C2)cc1OCC(C)C (configuration not stated)	i	i	i	i	i	i	i	i	i	i	i
COc1ccc(CSCC(=O)N/N=C/c2ccc(OCC(=O)NCc3ccco3)cc2)cc1	i	i	i	i	i	i	i	i	i	i	i
Cc1cc(C)cc(NC(=O)C2CCN(S(=O)(=O)c3c(C)n[nH]c3C)CC2)c1	i	i	i	i	i	i	i	i	i	i	i
COc1ccc(Br)cc1CSC(=N)N	34*	i	i	i	i	i	i	i	i	i	i
